Screening data (PubChem)
GSTO1 inh: GSTO1 inhibition, counter-screen for RBBP9 inhibitors. P78417. inhibition, % at 5.96 µM. AID 1974. recombinant GSTO1, activity-based probe fluorescence polarization. actives 1.1% (n = 300,000);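 active = inhibition above the campaign mean inhibition plus 3 SD, cut at about 35% in these data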;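 also: 0% = GSTO1-1 with DMSO and 100% = wells lacking GSTO1-1 enzyme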
Fam108B counter: blocks mouse Fam108B hydrolase in RBBP9 counter-screen | actives 0.33% (n = 300,000) | AID 1947 | inhibition, % at 9.51 µM | recombinant Fam108B, FP-Rh probe fluorescence polarization;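 active = inhibition above the screen mean inhibition plus 3 SD, computed separately per campaign, cut at about 18% in these data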;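 also: inhibitors lower polarization as less probe binds the enzyme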
MEX-5 binding: C. elegans MEX-5 TCR-2 RNA binding activity; activity score (negative = inhibition of binding), % at 10 µM; MEX-5/FITC-TCR2 RNA binding, fluorescence polarization; stronger effect = lower value; AID 1832; actives 0.38% (n = 300,000);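 active = inhibition past about -25% in most replicates, and total fluorescence under double the plate's negative control median, limit read from the data; inconclusive = replicates evenly split on the limit, or fluorescence at least double controls; inactive = too little inhibition in most replicates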;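 also: 0% = DMSO and -100% = 5 µM competing unlabeled TCR2 RNA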
PAD4 FP inh: PAD4 (human) enzyme inhibition; Q9UM07; actives 0.41% (n = 330,000); inhibition, % at 6.36 µM; recombinant PAD4, RCA probe fluorescence polarization;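 active = percent inhibition above a cutoff equal to the mean of all tested compounds plus 3 SD, cut at about 15% in these data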;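 also: 0% = PAD4 with RCA probe and DMSO and 100% = probe without PAD4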
GLD-1 RNA inh: GLD-1-TGE RNA interaction inhibition (C. elegans). purified GLD-1 + fluorescein TGE RNA, fluorescence polarization. inhibition, % at 5.96 µM. AID 2280. actives 0.44% (n = 320,000);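 active = percent inhibition above a per-plate cutoff, the plate mean of test compounds plus 3 SD, cut at about 30% in these data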;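 also: 0% = DMSO wells with GLD-1 and probe and 100% = wells lacking GLD-1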
Target sequence (Q17339 whole entry, looked up): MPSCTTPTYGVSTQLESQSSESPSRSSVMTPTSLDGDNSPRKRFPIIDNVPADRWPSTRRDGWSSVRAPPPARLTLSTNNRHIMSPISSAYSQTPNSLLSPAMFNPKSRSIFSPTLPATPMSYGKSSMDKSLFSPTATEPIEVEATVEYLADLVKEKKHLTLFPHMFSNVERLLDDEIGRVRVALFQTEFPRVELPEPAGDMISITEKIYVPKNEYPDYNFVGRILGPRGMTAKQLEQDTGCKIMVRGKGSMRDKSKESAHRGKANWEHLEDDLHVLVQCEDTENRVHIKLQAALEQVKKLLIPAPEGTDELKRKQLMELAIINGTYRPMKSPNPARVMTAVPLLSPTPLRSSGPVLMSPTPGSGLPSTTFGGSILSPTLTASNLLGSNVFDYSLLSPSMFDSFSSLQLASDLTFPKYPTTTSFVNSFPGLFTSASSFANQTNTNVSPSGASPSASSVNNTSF
TPT1 inh: C. albicans TPT1 enzyme inhibition; actives 0.81% (n = 300,000); recombinant caTPT1, FP RNA substrate dephosphorylation; inhibition, % at 5 µM;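 active = inhibition above the mean of all tested compounds plus 3 SD, set per screening campaign, cut at about 24% in these data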;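 also: plate controls were DMSO alone for no effect and ferristatin control at 100 nM for full effect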
Bcl-xL primary: inhibitors of human Bcl-xL; GST-Bcl-xL / FITC-Bim BH3 peptide fluorescence polarization; inhibition, % at 10.9 µM; Q07817; actives 0.7% (n = 320,000);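 active = inhibition above the mean of all tested compounds plus 3 SD, cutoff set per campaign, cut at about 30% in these data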;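 also: 0% = DMSO wells and 100% = unlabeled Bim-BH3 peptide competitor; inhibitors lower millipolarization by displacing the labeled peptide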
Target sequence (Q07817 whole entry, looked up): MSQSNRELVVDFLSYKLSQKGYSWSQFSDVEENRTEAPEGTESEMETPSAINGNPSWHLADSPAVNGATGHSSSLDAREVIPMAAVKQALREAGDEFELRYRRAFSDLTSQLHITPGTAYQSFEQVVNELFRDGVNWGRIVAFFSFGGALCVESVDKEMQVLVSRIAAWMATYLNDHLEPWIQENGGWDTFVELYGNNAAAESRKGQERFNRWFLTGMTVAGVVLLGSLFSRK
MCL1 BIM primary: disrupts human MCL1 binding to BIM-BH3 peptide. Q07820. GST-MCL1 / FITC-Bim-BH3 fluorescence polarization. inhibition, % at 10.9 µM. actives 0.68% (n = 320,000). AID 2057;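 active = inhibition above the mean inhibition of all tested compounds plus 3 SD, set per campaign, cut at about 40% in these data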;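 also: 0% = DMSO wells and 100% = unlabeled Bim-BH3 peptide control; higher means more loss of mP so more displacement of Bim peptide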
PME-1 inh: blocks human protein phosphatase methylesterase 1. AID 2130. recombinant PME-1, FP-Rh probe fluorescence polarization. Q9Y570. inhibition, % at 5.9 µM. actives 0.53% (n = 320,000);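 active = inhibition above the campaign mean of all compounds plus 3 SD, cut at about 26% in these data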;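 also: competitive labeling of PME-1 active site by serine hydrolase directed probe; 0% = PME-1 with DMSO and 100% = wells lacking PME-1 enzyme; inhibitors block probe labeling so polarization falls and inhibition rises; many of its hits are not listed in these tables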
Target sequence (Q9Y570 whole entry, looked up): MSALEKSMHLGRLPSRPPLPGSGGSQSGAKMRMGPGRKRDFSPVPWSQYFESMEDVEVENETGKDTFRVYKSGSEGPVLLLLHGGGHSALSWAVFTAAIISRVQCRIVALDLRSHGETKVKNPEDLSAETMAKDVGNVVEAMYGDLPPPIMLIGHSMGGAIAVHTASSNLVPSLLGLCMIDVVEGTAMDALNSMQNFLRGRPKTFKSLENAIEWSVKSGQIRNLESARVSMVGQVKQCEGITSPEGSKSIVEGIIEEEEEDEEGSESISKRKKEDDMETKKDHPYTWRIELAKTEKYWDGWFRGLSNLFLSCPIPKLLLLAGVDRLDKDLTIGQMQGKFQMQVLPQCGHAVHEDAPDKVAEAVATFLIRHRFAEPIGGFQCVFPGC
Numbers without * were called inactive; u = inconclusive; x = no result given. The list is partial. The share of hits here may be higher or lower than overall.

structure,GSTO1 inh,Fam108B counter,MEX-5 binding,PAD4 FP inh,GLD-1 RNA inh,TPT1 inh,Bcl-xL primary,MCL1 BIM primary,PME-1 inh
CC(=O)Oc1ccc2c(c1)C(=O)c1ccccc1CO2,8,2,-1.2,6,0,-4,6,9,10
CCCCCCCCN1[C@@H](CC(=O)O)c2cc(F)ccc2S1(=O)=O,6,4,-0.1,2,-14,1,1,-1,1
COc1ccc(Cl)cc1N1C(=O)c2cccnc2C1=O,3,4,0.1,5,2,4,3,0,0
CC(=O)c1cccc(NC(=O)c2cc3nc(C)cc(C)n3n2)c1,-6,0,-4.2,-6,-1,-7,6,1,1
Cc1cccc(N2CCN(C(=O)c3cc4cc(F)ccc4[nH]3)CC2)c1C,-6,4,-1.6,-10,2,-1,4,-4,-3
COc1cc(/C=N/NC(=O)C2(O)c3ccccc3-c3ccccc32)ccc1O,-1,-1,-0.1,0,4,1,-2,9,2
Cc1nc(NC(=O)c2ccccc2)sc1-c1csc(Nc2ccc(F)cc2)n1,-8,0,0.1,-18,-15,20,-12,-27,2
CCn1c(C)cc(O)cc1=O,1,4,-0.6,2,-1,-3,2,4,0
Cc1ccc(Cl)cc1NC(=O)CCC(=O)NCc1ccco1,0,-2,1.3,-1,14,-3,0,-8,-3
CCOc1cc(C(=O)Nc2cc(C(=O)OC)ccc2C)ccc1OCC(=O)N1CCOCC1,x,x,x,-4,-2,x,-11,-23,-2
Cc1ccccc1Nc1nc(N)nc(COC(=O)c2cccc(S(=O)(=O)N(C)c3ccccc3)c2)n1,-2,-4,1.9,-5,5,3,-1,0,-3
Cc1ccccc1Nc1nc(N)nc(CSc2nc3ccccc3c(=O)n2CCCO)n1,16,-2,3.2,2,1,-1,3,8,-2
CCCc1cc(SCC(=O)Nc2c(C)n(C)n(-c3ccccc3)c2=O)n2c(nc3ccccc32)c1C#N,-46,24*,-0.7,-3,6,6,8,0,-8
O=C(CSCCO)N1CCc2ccccc21,3,-3,-0.6,2,-2,-4,8,6,-3
COc1ccc(CN(C)C2CCN(C)CC2)cc1OC,2,4,-0.9,4,0,-1,-1,1,-2
CCCCCCC(=O)N1CCC(c2nc3c(nnn3Cc3ccccc3Cl)c(=O)[nH]2)CC1,-3,-3,-1.0,-2,3,3,0,4,27*
O=C(COc1ccc(F)cc1)NCCN1CCCC1,2,2,2.6,-1,10,-1,3,1,0
Cc1ccc(/C=C2\SC(=S)N(CCC(=O)NNC(=O)c3cccc(O)c3)C2=O)cc1,-16,-57,-3.2,-8,-9,4,3,-3,-65
O=C(NCC1CCCN1S(=O)(=O)c1cccs1)C(=O)Nc1ccccc1 (configuration not stated),9,1,3.8,-1,-5,0,2,0,7
COc1ccc(NS(=O)(=O)c2cc3c(cc2C)NC(=O)CO3)c(OC)c1,2,0,-0.8,-6,3,1,5,8,-1
Cc1c(Cl)c([N+](=O)[O-])nn1CC(=O)N1CCc2ccccc2C1,-2,-2,1.4,-5,0,-6,4,8,6
CSc1ccc(C(=O)C2CCCN(C(=O)c3ccc(C)nc3)C2)cc1 (configuration not stated),5,1,-0.1,0,4,2,-5,-5,-5
O=C(c1ccc(F)cc1)N1CCCN(c2nc(-c3ccccc3)ns2)CC1,9,0,0.1,0,3,-3,6,2,0
Cc1cc(Nc2ccc(Cl)cc2)nc(N2CCOCC2)n1,-8,3,-0.5,4,6,-3,5,6,6
O=C(Nc1cccc(-c2cscn2)c1)C1CCN(Cc2ccc(CO)o2)CC1,-6,-1,1.7,1,3,0,4,4,0
CNC(=O)c1[nH]nc2c1CCc1cc(OC)ccc1-2,0,2,0.2,2,2,-1,8,6,1
N#CCSc1nc2cc(C(=O)N3CCCC3)ccc2c(=O)n1Cc1ccccc1,-5,-5,-1.7,2,-8,3,1,4,-2
c1csc(Cc2nn3c(-c4n[nH]c5c4CCC5)nnc3s2)c1,5,-6,4.2,-5,-4,3,1,-1,2
CC1CCN(Cc2c(O)ccc3c2O/C(=C\c2ccco2)C3=O)CC1,14,5,u,0,68*,-32,123*,149*,-10
COc1cc([N+](=O)[O-])c2ncsc2c1,5,-1,-1.3,-2,2,-1,3,-2,-4
O=C(N1CCCCCC1)N1CCN(S(=O)(=O)c2cccc([N+](=O)[O-])c2)CC1,-9,-7,1.0,-11,-4,2,-10,0,6
COc1ccc(/C=C(\NC(=O)c2cccs2)C(=O)Nc2ccc(C)cc2)cc1OC,0,0,1.2,-7,3,3,-2,-9,-7
COC(=O)c1sccc1NC(=S)N1CCC(C)CC1,-5,0,-1.5,3,0,-2,3,14,-3
COC(=O)c1cc2sccc2n1CC(=O)Nc1cccc(SC)c1,3,-5,-1.4,-4,-5,-3,-7,1,-1
CCC(C)n1cnc2c(c1=O)c1nc3ccccc3nc1n2Cc1ccc(OC)cc1 (configuration not stated),-9,-3,1.6,-1,2,-2,-2,5,6
COC(=O)c1ccc(N2CCN(S(=O)(=O)c3ccc4ccccc4c3)CC2)c([N+](=O)[O-])c1,-4,-3,1.0,3,-4,-2,2,9,-5
Cc1cc(N2CCC(C)CC2)n2nc(C)c(-c3ccccc3)c2n1,6,-4,0.5,14,-2,-1,10,2,2
O=C(c1cc(COc2cccc(C(F)(F)F)c2)on1)N1CCC(c2ccccc2)CC1,-5,-2,-1.3,2,10,0,7,7,4
O=C(CN1CCN(c2nc(-c3ccccc3)cs2)CC1)NNC(=O)c1ccc(Br)cc1,-10,-1,-0.1,0,9,0,-1,-5,-3
CC(C)(C)c1ccc(NC(=O)c2c(F)cccc2Cl)cc1,6,3,4.1,3,9,-1,4,4,-4
Cc1ccc(OCCn2cc(/C(N)=N/O)c3ccccc32)cc1C,3,3,3.6,1,-4,2,5,2,8
Cc1cc(C)c2oc(-c3cccc(NC(=O)c4ccc(F)cc4)c3)nc2c1,1,-3,-2.2,-3,-4,-5,5,-2,-3
COC(=O)C(NC(=O)c1ccccc1)c1ccccc1 (configuration not stated),4,3,1.5,-4,3,0,7,7,-4
CSc1ccc(CCNC(=O)CCc2nnc3ccc(N4CCCCC4)nn23)cc1,2,-1,-0.3,-2,5,2,0,-5,4
O=C(OCC(=O)N(C1CCCCC1)C1CCCCC1)c1ccc(O)cc1,-1,-4,0.6,0,4,1,-4,-3,-2
Cc1nc2ccc(C(=O)N3CCN(c4ccccn4)CC3)cc2s1,0,0,-0.3,-1,2,1,1,6,2
O=C1CSC(c2ccccc2)N1c1ccc(F)cc1F (configuration not stated),11,1,2.8,0,1,0,4,1,-10
CC1CC(C)CN(C(=O)C2CCN(S(=O)(=O)c3ccc4c(c3)CC(C)N4C(=O)C3CC3)CC2)C1 (configuration not stated),1,0,-0.5,2,0,-2,0,2,-3
Cc1ccc(C)c(Nc2ncnc3nc[nH]c23)c1,6,3,10.0,2,7,-2,7,3,5
COc1cc(C=O)ccc1OCCOCCOc1ccccc1Cl,8,7,-0.3,4,1,-6,6,2,-5
Cc1cc(C)n2nc(-c3ccc(Br)cc3)cc2n1,3,-5,-1.0,-2,4,2,-4,1,-1
COC(=O)c1c(NC(=O)C(=O)N2CCOCC2)sc2c1CCC2,5,2,-4.8,5,-3,0,6,5,10
Cc1nc(NCCOc2ccccc2)sc1C(=O)Nc1ccccc1,-1,0,3.2,5,5,4,-1,-3,-5
CCCCCn1c(N)c(-c2nc3ccccc3o2)c2c([N+](=O)[O-])nn(CC)c(=O)c21,8,-7,3.2,-5,4,0,1,-4,3
Cc1onc(-c2ccccc2)c1-c1csc(N/N=C/c2ccccc2Cl)n1,-12,-5,x,-2,3,1,3,7,-6
CN1CCN(c2oc(-c3ccccc3F)nc2S(=O)(=O)c2ccc(Cl)cc2)CC1,6,-1,0.1,-2,4,2,1,-7,1
CCC(=O)Nc1cc2c3c(c1)CCC(=O)N3CCC2,3,0,2.1,0,10,-1,6,8,-4
Fc1ccc(/C=N/Nc2nccnc2Cl)cc1,0,0,1.2,0,-1,4,-5,-13,1
COc1ccc(OC)c(S(=O)(=O)N2CCC(C(=O)NCC3CCCO3)CC2)c1 (configuration not stated),7,-3,-1.2,-2,5,-4,-1,0,-2
CCOC(=O)c1nc2nc(C)c(Cl)c(=O)n2[nH]1,3,-6,x,-2,6,0,2,-7,3

The results go on:
structure,GSTO1 inh,Fam108B counter,MEX-5 binding,PAD4 FP inh,GLD-1 RNA inh,TPT1 inh,Bcl-xL primary,MCL1 BIM primary,PME-1 inh
Cc1ccc(N=C/C(C(=O)C(F)(F)F)=C(\O)c2cccs2)cc1,1,2,-1.8,2,-23,7,-7,-10,5
O=C(COc1ccccc1)Nc1ccc(CSc2ccccc2)cc1,1,0,0.8,-2,4,-1,7,5,-7
COc1ccc(CNC(=O)[C@H](NC(=O)C2CCN(C(=O)[C@@H](N)CCSC)CC2)C(C)C)cc1,0,0,0.5,1,1,-4,1,8,-1
Cc1ccc(C(=O)NCCCNC(=O)c2cccnc2)cc1,7,-1,-0.8,-4,2,1,0,0,-5
CC(C)(C)c1ccc(S(=O)(=O)NCc2ccc(C(=O)NCc3ccccn3)cc2)cc1,-3,0,2.1,0,1,3,-5,-2,3
CCOc1ccc(NC(=O)CN(C)C(=O)c2ccc(N3CCCC3)c([N+](=O)[O-])c2)cc1OCC,-11,-2,-2.0,1,2,1,2,3,1
CC(C)(C)c1csc(NC(=O)Cn2cnc3ccccc3c2=O)n1,-5,1,-0.3,-3,-9,-1,4,2,11
CC(C)CCNC(=O)c1c(CSc2ccccc2)noc1C(=O)NCc1ccccc1,0,-8,-0.3,-2,1,-3,7,1,-12
CCc1nc(N2CCN(C(=O)c3ccccc3)CC2)c2c3c(sc2n1)CCCC3,-7,7,-3.4,-3,4,1,3,0,6
CCCCS(=O)CC(O)COCC (configuration not stated),0,-7,-1.4,-3,4,-1,1,2,3
COc1cc(C)ccc1Oc1ncnc(N)c1[N+](=O)[O-],4,-5,1.1,4,2,-3,2,-3,7
Cc1cc(C)nc(SCC(=O)Nc2ncc(Cc3cccc(Cl)c3)s2)n1,1,-1,-2.2,-3,1,-4,5,4,-3
COc1cc2c(cc1OC)C1=C(C#N)COCN1CC2,8,2,-7.6,-14,4,0,21,18,-1
O=C(c1cc(-c2ccncc2)nc2ccccc12)N1CCN(c2ccccc2O)CC1,0,-1,-2.1,-6,-1,-1,4,5,0
O=C1Nc2ccccc2C(O)(C(=O)NCc2ccco2)N1c1ccc(Cl)cc1 (configuration not stated),3,-2,-1.1,3,4,-4,9,4,0
Cc1cc(/C=N\NC(=O)c2cccs2)c(C)n1-c1ccc2ncccc2c1,-19,1,1.8,-13,3,3,5,10,10
COc1ccc(NCC(=O)Nc2ccc(Br)cc2F)c(OC)c1,-4,-2,-0.4,-6,1,2,11,1,4
O=[N+]([O-])c1ccc(Oc2ccc(OCc3ccccc3)cc2)nc1,-2,-2,0.1,-7,-2,-3,5,-6,6
COc1cc(C(=O)NCC2(c3ccccc3)CCCC2)cc(OC)c1OC,-2,2,0.2,-1,2,0,4,6,-6
Cc1cccc(C)c1NC(=O)CN(c1ccccn1)S(=O)(=O)c1ccccc1,2,-1,-3.9,-3,-5,0,4,7,-4
CC1=C(C#N)C(NC(=O)C2CC2)(C(F)(F)F)C(=O)N1 (configuration not stated),-1,5,0.4,5,-1,7,6,9,-10
